Source: PubChem (several laboratories)
Hep lipid drop: modulators of hepatic lipid droplet formation. inhibition, % at 6.5 µM. AID 1656. AML12 mouse hepatocytes, oleate lipid droplets, BODIPY imaging. hit rate 0.4% among 240,000;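 active = lipid droplet intensity inhibited by at least 50%, with more than 500 cells counted; inconclusive = wells with under 300 cells, treated as cytotoxic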
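Assay system: AML12 mouse liver cells | Compound: 6.5 µM single-point dosing | Schedule: Overnight exposure | Technique: Fluorescence imaging, 20x objective, two fields per well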
human PMI inhibitors: MPI inhibition at elevated mannose 6-phosphate – biochemical, fluorescence intensity, high mannose 6-phosphate, primary screen (AID 1220). one-dose inhibition, % at 20 µM; IC50 in µM for titrated hits. hit rate 0.66% among 190,000. recombinant PMI enzyme, coupled fluorescence intensity; higher % means a stronger effect
WT yeast gro inh: growth inhibition of WT yeast, mitochondrial fusion screen; inhibition, % at 10 µM; hit rate 2.1% among 190,000; mitochondrial fusion phenotypic screen, WT strain; in the data active = inhibition above about 58%; tested in S. cerevisiae
TNAP activators: human TNAP enzyme activators, primary screen, biochemical, luminescent, no phosphate acceptor, uHTS (AID 1001) | purified TNAP, luminescent activation assay, no phosphate acceptor; higher activation fold means a stronger effect | hit rate 0.03% among 200,000 | activation fold at 20 µM; hits with a dose series show EC50 in µM; in the data active = activation fold from about 3, or a potency from the dose series; inactive = the rest, 99 in 100 with activation fold below about 1.6; note: many of its hits are not listed in these tables
CSM14.1 death rescue: protection against thapsigargin-triggered cell killing – 384-well, CSM14.1, ATP luminescence, primary screen (AID 1222). CSM14.1 thapsigargin-induced death rescue, ATP luminescence; higher % means a stronger effect. cellular ATP content (survival), % at 20 µM, or EC50 in µM where a hit was titrated. 190,000 tested, under 10 active;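 active = EC50 below 50 µM in the dose-response confirmation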;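 note: death triggered by thapsigargin at about 15 µM added after 2 h compound pretreatment; cell ATP read after overnight thapsigargin exposure of roughly 18 to 22 hours; normalized against plate controls of thapsigargin alone and 5% DMSO vehicle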
human PMI inhibition: inhibitors of human PMI, primary screen, biochemical, fluorescence intensity, coupled assay (AID 1209); purified PMI enzyme, coupled fluorescence intensity; higher % means a stronger effect; inhibition, % at 20 µM, or IC50 in µM where a hit was titrated; hit rate 0.42% among 190,000;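 note: plate controls were DMSO vehicle for no effect and wells lacking substrate for full effect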
P. falciparum M1AAP: P. falciparum M1AAP inhibitors, biochemical, fluorogenic H-Leu-NHMec substrate, 1536-well (AID 1445); recombinant M1AAP, H-Leu-NHMec fluorogenic kinetic assay; higher % means a stronger effect; one-dose inhibition, % at 30 µM; IC50 in µM for titrated hits; hit rate 0.42% among 220,000;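 active = primary inhibition above the hit cutoff, then over 50% inhibition at one or more dose response concentrations, cut at about 23% in these data, passing the limit was not always enough; inconclusive = conflicting primary data, or primary hits not chosen for dose response; inactive = low primary inhibition, or under 50% at every dose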;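 note: plate controls were DMSO full reaction for no effect and no enzyme background for full effect; strong numbers were not always called active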
K1F lysis inhibition: protection from phage-mediated lysis, alamar blue read-out – E. coli UTI89, K1F phage, bacterial capsule biogenesis inhibitors (AID 488966). E. coli UTI89 K1F phage lysis, alamar blue, 2 h; higher % means a stronger effect. inhibition, % at 100 µM; hits with a dose series show IC50 in µM. hit rate 0.02% among 340,000;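 active = phage lysis inhibition, versus mean bacterial control, above a set limit; inconclusive = no clear call, values can overlap the other calls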;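 note: capsule biogenesis inhibitors block K1F phage lysis so surviving cells raise fluorescence; higher fluorescence means more inhibition of phage lysis; actives were called in the ten point dose series up to 300 µM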
Myeloid diff MLP: compounds promoting myeloid differentiation | AID 624256 | calls only at 10 µM | hit rate 1% among 360,000 | ER-HoxA9 myeloid progenitors, lysozyme-GFP differentiation, flow cytometry;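 active = normalized GFP-positive differentiation at or above the plate's own cutoff, the solvent-only control mean plus 3 SD; inconclusive = no clear call, values can overlap the other calls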;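 note: cells exposed to compound for four days before flow analysis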
WT yeast gro inh mutant strain: second read-out of WT yeast gro inh, no call of its own (marks repeat the call); inhibition, %; mitochondrial fusion phenotypic screen, mutant strain inhibition
Hep lipid drop cells 6.5 µM: second read-out of Hep lipid drop, no call of its own (marks repeat the call); cell count; measured here: cell count, cytotoxicity flag;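 cells counted across two imaged fields per well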
Myeloid diff MLP GFP+ MAC1+ %: second read-out of Myeloid diff MLP, no call of its own (marks repeat the call); GFP+ MAC1+ double positive, %; measured here: differentiation confirmed by MAC1 staining
An asterisk follows results filed as active; [ ] = dose if it differs, or a comment. Cut-off read from the data, not from the text of the source, unless noted: active = inhibition above about 50%; inactive = the rest.

Screening CCC(C)(C)n1nnnc1C(c1cc2cc(C)ccc2[nH]c1=O)N1CCCc2ccccc21 (stereo unspecified) returned Hep lipid drop 7, human PMI inhibitors 22%, WT yeast gro inh -33, TNAP activators 1.1, CSM14.1 death rescue 0.5%, human PMI inhibition 44%, P. falciparum M1AAP 8%, K1F lysis inhibition 0.6%, Myeloid diff MLP inactive, WT yeast gro inh mutant strain -16, Hep lipid drop cells 6.5 µM 793 and Myeloid diff MLP GFP+ MAC1+ % 3.0.
Cc1cc([N+](=O)[O-])nn1CCCC(=O)NC(C)c1ccccc1 (stereo unspecified) was read as Hep lipid drop 9, human PMI inhibitors -6%, WT yeast gro inh -5, TNAP activators 1, CSM14.1 death rescue -1.5%, human PMI inhibition 2%, P. falciparum M1AAP 4%, K1F lysis inhibition 0.4%, Myeloid diff MLP inconclusive, WT yeast gro inh mutant strain -14 and Hep lipid drop cells 6.5 µM 516.
Screening CCOC(=O)C(=O)NCc1ccc(/C=C2/N=C(C)C(C(=O)OCC)=C2O)o1 returned Hep lipid drop 19, human PMI inhibitors 9%, WT yeast gro inh -15, TNAP activators 1, CSM14.1 death rescue -0.3%, human PMI inhibition -19%, P. falciparum M1AAP 13%, K1F lysis inhibition 0.8%, Myeloid diff MLP inactive, WT yeast gro inh mutant strain 5, Hep lipid drop cells 6.5 µM 690 and Myeloid diff MLP GFP+ MAC1+ % 0.2.
`Cc1ccc(NC(=O)/C(C#N)=C/c2cccs2)c(C)c1` gave Hep lipid drop -28, human PMI inhibitors 11%, WT yeast gro inh -4, TNAP activators 1.1, CSM14.1 death rescue -2.1%, human PMI inhibition 19%, P. falciparum M1AAP 8%, K1F lysis inhibition 0.3%, Myeloid diff MLP inactive, WT yeast gro inh mutant strain -4, Hep lipid drop cells 6.5 µM 657 and Myeloid diff MLP GFP+ MAC1+ % 0.6.
O=C(Nc1ccccc1Br)C1CCN(C(=O)Cc2ccccc2)CC1 was read as Hep lipid drop 11, human PMI inhibitors -1%, WT yeast gro inh 17, TNAP activators 1.1, CSM14.1 death rescue -0.5%, human PMI inhibition 1%, P. falciparum M1AAP -2%, K1F lysis inhibition 0.5%, Myeloid diff MLP inactive, WT yeast gro inh mutant strain 14, Hep lipid drop cells 6.5 µM 721 and Myeloid diff MLP GFP+ MAC1+ % 0.9.
CC(=O)N1CCC(=NNc2ccc(S(=O)(=O)N3CCOCC3)cc2[N+](=O)[O-])CC1 was read as Hep lipid drop -4, human PMI inhibitors 19%, WT yeast gro inh -7, TNAP activators 0.9, CSM14.1 death rescue -1.7%, human PMI inhibition 1%, P. falciparum M1AAP 7%, K1F lysis inhibition 1.9%[50 µM], Myeloid diff MLP inactive, WT yeast gro inh mutant strain 6, Hep lipid drop cells 6.5 µM 698 and Myeloid diff MLP GFP+ MAC1+ % 0.9.
For COc1ccc2c(c1)C(C1=C(O)CC(C)(C)CC1=O)C1=C(CC(C)(C)CC1=O)O2 (stereo unspecified) the results were Hep lipid drop 16, human PMI inhibitors 0%, WT yeast gro inh -8, TNAP activators 1.2, CSM14.1 death rescue 0.0%, human PMI inhibition 0%, P. falciparum M1AAP 11%, K1F lysis inhibition -0.2%, Myeloid diff MLP inactive, WT yeast gro inh mutant strain -10, Hep lipid drop cells 6.5 µM 719 and Myeloid diff MLP GFP+ MAC1+ % 0.3.
For CN(C)/C=C/C(=O)c1cc(F)cc(C(F)(F)F)c1 the results were Hep lipid drop -10, human PMI inhibitors 12%, WT yeast gro inh -9, TNAP activators 1, CSM14.1 death rescue 0.0%, human PMI inhibition 14%, P. falciparum M1AAP 19%, K1F lysis inhibition 0.3%, Myeloid diff MLP inactive, WT yeast gro inh mutant strain -5, Hep lipid drop cells 6.5 µM 689 and Myeloid diff MLP GFP+ MAC1+ % 0.2.
Screening COc1ccc(CCNC(=O)CSc2cn(Cc3cccc(C)c3)c3ccccc23)cc1OC returned Hep lipid drop 28, human PMI inhibitors 16%, WT yeast gro inh 20, TNAP activators 1.8, CSM14.1 death rescue -2.4%, human PMI inhibition 20%, P. falciparum M1AAP 5%, K1F lysis inhibition inactive, Myeloid diff MLP inactive, WT yeast gro inh mutant strain -6, Hep lipid drop cells 6.5 µM 721 and Myeloid diff MLP GFP+ MAC1+ % 6.7.
For O=c1cc(-c2ccccc2)[nH]c2ccccc12 the results were human PMI inhibitors 5%, TNAP activators 1.1, CSM14.1 death rescue -2.5%, human PMI inhibition -3%, P. falciparum M1AAP -3%, K1F lysis inhibition -0.3% and Myeloid diff MLP inconclusive.
Screening O=C(NC1CCCCCC1)c1ccc2nc3cc(Cl)ccc3c(=O)n2c1 returned Hep lipid drop 12, human PMI inhibitors 5%, WT yeast gro inh 2, TNAP activators 1, CSM14.1 death rescue 8.7%, human PMI inhibition 6%, P. falciparum M1AAP 12%, K1F lysis inhibition -3.0%, Myeloid diff MLP inactive, WT yeast gro inh mutant strain -7, Hep lipid drop cells 6.5 µM 737 and Myeloid diff MLP GFP+ MAC1+ % 0.6.
For CCSc1ccccc1C(=O)N1CCN(Cc2ccc3c(c2)OCO3)CC1 the results were Hep lipid drop -8, human PMI inhibitors -29%, WT yeast gro inh -3, TNAP activators 1.1, human PMI inhibition -14%, P. falciparum M1AAP 7%, K1F lysis inhibition 4.3%, Myeloid diff MLP inactive, WT yeast gro inh mutant strain -7, Hep lipid drop cells 6.5 µM 659 and Myeloid diff MLP GFP+ MAC1+ % 1.0.
`C=CCn1c(CNC(=O)c2ccco2)nnc1SCC(=O)Nc1cccc(F)c1` gave human PMI inhibitors 0%, WT yeast gro inh 6, TNAP activators 1, CSM14.1 death rescue 0.4%, human PMI inhibition -8%, P. falciparum M1AAP 22%, K1F lysis inhibition 0.5%, Myeloid diff MLP inactive, WT yeast gro inh mutant strain 9 and Myeloid diff MLP GFP+ MAC1+ % 0.3.
Screening Nc1cc[n+](CC(=O)Nc2ccccc2)cc1 returned Hep lipid drop 16, human PMI inhibitors 11%, WT yeast gro inh -13, TNAP activators 1.1, CSM14.1 death rescue -0.5%, human PMI inhibition 10%, P. falciparum M1AAP 0%, K1F lysis inhibition -2.2%, Myeloid diff MLP inactive, WT yeast gro inh mutant strain -1, Hep lipid drop cells 6.5 µM 703 and Myeloid diff MLP GFP+ MAC1+ % 0.1.
For COc1ccc2c(C)cc(SCc3c(C)noc3C)nc2c1 the results were Hep lipid drop 5, human PMI inhibitors 3%, WT yeast gro inh -7, TNAP activators 1, CSM14.1 death rescue 3.5%, human PMI inhibition 12%, P. falciparum M1AAP 5%, K1F lysis inhibition -1.0%, Myeloid diff MLP active, WT yeast gro inh mutant strain -9, Hep lipid drop cells 6.5 µM 786 and Myeloid diff MLP GFP+ MAC1+ % 9.0*.
Cc1cc(N)n2ncc(-c3ccc(Cl)cc3)c2n1 was read as human PMI inhibitors 3%, WT yeast gro inh 22, TNAP activators 1.1, CSM14.1 death rescue -1.4%, human PMI inhibition 9%, P. falciparum M1AAP 12%, K1F lysis inhibition 0.8%, Myeloid diff MLP inactive, WT yeast gro inh mutant strain 5 and Myeloid diff MLP GFP+ MAC1+ % 0.9.
For CCC1=Nc2ccccc2NC2=C1C(=O)CCC2 the results were Hep lipid drop -15, human PMI inhibitors -70%, WT yeast gro inh -15, TNAP activators 1.1, CSM14.1 death rescue -2.3%, human PMI inhibition -27%, P. falciparum M1AAP 10%, K1F lysis inhibition 0.3%, Myeloid diff MLP inactive, WT yeast gro inh mutant strain -22, Hep lipid drop cells 6.5 µM 700 and Myeloid diff MLP GFP+ MAC1+ % 1.1.
COc1ccc(-c2nc(=S)c3c(n2CCN2CCOCC2)CC(C)(C)OC3)cc1 was read as human PMI inhibitors -5%, WT yeast gro inh -3, TNAP activators 1.1, CSM14.1 death rescue -0.1%, human PMI inhibition -7%, P. falciparum M1AAP 13%, K1F lysis inhibition 0.3%, Myeloid diff MLP inactive, WT yeast gro inh mutant strain 6 and Myeloid diff MLP GFP+ MAC1+ % 0.9.
For O=C(CSc1c[nH]c2ccccc12)NCc1ccc2c(c1)OCO2 the results were Hep lipid drop -2, human PMI inhibitors 19%, WT yeast gro inh -19, TNAP activators 1.1, CSM14.1 death rescue -2.4%, human PMI inhibition 18%, P. falciparum M1AAP 7%, K1F lysis inhibition 0.4%, Myeloid diff MLP inactive, WT yeast gro inh mutant strain -17, Hep lipid drop cells 6.5 µM 681 and Myeloid diff MLP GFP+ MAC1+ % 2.8.
Screening CCOc1ccc(C(=O)c2ccccc2C(=O)O)cc1OCC returned Hep lipid drop 4, human PMI inhibitors 6%, WT yeast gro inh -11, TNAP activators 1.2, CSM14.1 death rescue 0.5%, human PMI inhibition -13%, P. falciparum M1AAP 8%, K1F lysis inhibition 0.3%, Myeloid diff MLP inactive, WT yeast gro inh mutant strain 0, Hep lipid drop cells 6.5 µM 677 and Myeloid diff MLP GFP+ MAC1+ % 0.6.
For Cc1cc(C)cc(NC(=O)N2CCCN(c3ncccc3[N+](=O)[O-])CC2)c1 the results were Hep lipid drop 19, P. falciparum M1AAP 2%, K1F lysis inhibition 0.9%, Myeloid diff MLP inactive, Hep lipid drop cells 6.5 µM 739 and Myeloid diff MLP GFP+ MAC1+ % 0.7.
`Cc1nc(N)nc(OCC(F)(F)C(F)F)c1Br` gave human PMI inhibitors 3%, WT yeast gro inh 9, TNAP activators 1, CSM14.1 death rescue -1.7%, human PMI inhibition -4%, P. falciparum M1AAP 2%, K1F lysis inhibition -0.2%, Myeloid diff MLP inactive, WT yeast gro inh mutant strain 6 and Myeloid diff MLP GFP+ MAC1+ % 1.2.
`Cc1nc2sc(C)c(C)c2c(=O)[nH]1` gave human PMI inhibitors -1%, TNAP activators 1.1, CSM14.1 death rescue -0.5%, human PMI inhibition -11%, P. falciparum M1AAP 7%, K1F lysis inhibition 0.0%, Myeloid diff MLP inactive and Myeloid diff MLP GFP+ MAC1+ % 1.1.
For O=C(CCCC(=O)N/N=C\c1ccccn1)N/N=C\c1ccccn1 the results were Hep lipid drop 6, human PMI inhibitors 17%, WT yeast gro inh -15, TNAP activators 2.8, CSM14.1 death rescue -2.5%, human PMI inhibition 12%, P. falciparum M1AAP 1%, K1F lysis inhibition -5.2%, Myeloid diff MLP inactive, WT yeast gro inh mutant strain -22, Hep lipid drop cells 6.5 µM 673 and Myeloid diff MLP GFP+ MAC1+ % 0.7.
